HTRA1 inhibitor = HTRA1 serine protease inhibitors, primary screen, biochemical, fluorescence polarization, HTS; Q92743; recombinant HTRA1, FP-rhodamine activity-based probe; inhibition, % at 5.96 µM; actives 0.5% (n = 340,000); in the data active = inhibition above about 36%;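 note: 0% = enzyme with DMSO and 100% = wells lacking enzyme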
TDP2 absorb = human TDP2 enzyme inhibitors, primary screen, biochemical, epi absorbance, recombinant enzyme; T5PNP hydrolysis, p-nitrophenol absorbance 415 nm; inhibition, % at 12.8 µM; actives 0.34% (n = 370,000); Tyrosyl-DNA phosphodiesterase 2 (Homo sapiens), O95551; AID 720702, 2013;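 active = inhibition above the mean of all tested compounds plus 3 SD, set per campaign, cut at about 25% in these data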;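 note: 0% = DMSO with enzyme and 100% = buffer with substrate but no TDP2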
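Assay system: recombinant human TDP2 / Reagent: T5PNP substrate at 5 mM, a TopII-DNA adduct mimic / Measured by: epi absorbance from released p-nitrophenol / Evaluation: % inhibition relative to enzyme-containing and enzyme-free wells / Control set: enzyme-free and DMSO wells / Replicates: each compound tested once, singlicate / Schedule: enzyme reaction with compound for 2 h at 37 °C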
PG9 binder = binders of HIV-1 gp120 antibody PG9, primary screen, biochemical, TR-FRET. HIV-1 gp120 / PG9 antibody interaction. TR-FRET gp120-PG9 antibody binding. actives 0.43% (n = 360,000). inhibition, % at 6.7 µM. AID 624416, 2012; in the data active = inhibition above about 8.5%
TCR-CD3 inh = inhibitors of human TCR-CD3 interaction, primary screen, biochemical, fluorescence, TAMRA-labeled TCR probe. T-cell receptor (TCR). inhibition, % at 9.4 µM. actives 0.37% (n = 360,000). AID 651800, 2012; in the data active = inhibition above about 19%;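 note: recombinant mutant TCR 2C K166C tagged with TAMRA read by polarization; 0% = receptor in buffer alone and 100% = receptor with positive control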
SIAE primary = human SIAE inhibitors, primary screen, biochemical, fluorescence polarization, FP-Rh probe, 1536-well HTS. inhibition, % at 9.66 µM. SIAE FP-Rh probe binding. actives 0.69% (n = 370,000). AID 1053197, 2014. Sialate O-acetylesterase (Homo sapiens), Q9HAT2;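 active = inhibition above a cutoff: mean of compounds within the control limits plus 3 SD of those, cut at about 17% in these data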;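 note: 0% = plate median of compound wells and 100% = probe without SIAE protein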
ABHD4 inh = ABHD4 inhibitors, primary screen, biochemical, fluorescence polarization, mouse. (Lyso)-N-acylphosphatidylethanolamine lipase (Mus musculus), Q8VD66. purified mABHD4, FP-Rh probe fluorescence polarization. inhibition, % at 8.92 µM. actives 0.54% (n = 370,000). AID 720543, 2013;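 active = inhibition exceeding the mean over every tested compound plus 3 SD, cut at about 30% in these data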;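 note: 0% = plate median of compound wells and 100% = S159A mutant with DMSO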
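system = mouse ABHD4 enzyme, wild type | medium = HEPES pH 7.0, NaCl, Pluronic buffer | also added = FP-Rh probe | incubation = Enzyme–compound pre-incubation 45 min, then probe 60 min, both 25 °C | technique = fluorescence polarization, excitation 525 nm, emission 598 nm, BODIPY TMR filters | controls = S159A mutant high control, sample median low control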
PRMT1 inh = PRMT1 methyltransferase inhibitors, primary screen, biochemical, fluorescence polarization. recombinant PRMT1, activity-based probe fluorescence polarization. AID 652257, 2013. inhibition, % at 2.79 µM. Protein arginine N-methyltransferase 1 (Homo sapiens), Q99873. actives 1.3% (n = 370,000);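 active = inhibition above about 21% made by adding two undisclosed values, limit read from the data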
Target sequence (Q99873 whole entry, looked up): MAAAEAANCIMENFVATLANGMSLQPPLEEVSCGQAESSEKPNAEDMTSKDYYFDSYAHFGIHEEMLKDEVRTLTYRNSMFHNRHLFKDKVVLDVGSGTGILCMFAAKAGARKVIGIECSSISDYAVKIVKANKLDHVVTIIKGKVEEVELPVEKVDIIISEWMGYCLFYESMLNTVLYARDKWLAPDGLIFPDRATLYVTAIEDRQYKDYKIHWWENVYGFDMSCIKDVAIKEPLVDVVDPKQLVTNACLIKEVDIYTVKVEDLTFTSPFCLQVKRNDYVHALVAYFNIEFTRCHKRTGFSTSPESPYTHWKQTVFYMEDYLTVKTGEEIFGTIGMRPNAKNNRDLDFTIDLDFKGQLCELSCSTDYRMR
Tn7 DDE FP = inhibitors of Tn7 peptide binding to fibrin DD(E), primary screen, biochemical, fluorescence polarization, human fibrin, Tn7 probe | Fibrinogen beta chain (Homo sapiens), P02675 | FP displacement of FITC-Tn7 peptide from fibrin DD(E); 0% = median of compound wells per plate | inhibition, % at 8.3 µM | actives 0.13% (n = 370,000);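 active = inhibition above the mean of compounds falling within the control limits plus 3 SD of them, cut at about 14% in these data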;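 note: 0% = plate median of compound wells and 100% = 10 µM Aha-Tn7 peptide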
Target sequence (P02675 whole entry, looked up): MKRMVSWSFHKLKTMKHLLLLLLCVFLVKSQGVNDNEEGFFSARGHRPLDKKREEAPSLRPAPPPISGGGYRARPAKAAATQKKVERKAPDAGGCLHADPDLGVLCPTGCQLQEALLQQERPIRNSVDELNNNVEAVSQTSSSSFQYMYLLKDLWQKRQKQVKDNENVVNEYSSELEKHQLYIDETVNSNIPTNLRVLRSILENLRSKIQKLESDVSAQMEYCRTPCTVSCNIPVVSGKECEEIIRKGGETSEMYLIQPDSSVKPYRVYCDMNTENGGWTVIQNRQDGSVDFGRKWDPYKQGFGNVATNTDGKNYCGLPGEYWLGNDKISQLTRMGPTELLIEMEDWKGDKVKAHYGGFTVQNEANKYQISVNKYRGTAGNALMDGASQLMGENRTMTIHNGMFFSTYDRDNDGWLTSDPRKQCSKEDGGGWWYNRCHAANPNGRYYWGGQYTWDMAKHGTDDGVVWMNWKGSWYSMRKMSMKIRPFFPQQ
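system = human fibrin DD(E) protein | quantity = DD(E) 2 µM final | medium = Tris/NaCl/CaCl2 buffer, pH 7.8 | also added = labelled Tn7 tracer, 0.1 µM | compound dosing = single point at 8.3 µM | timing = compound with protein 10 min, then 3 h after probe, room temperature | signal = FP measurement | benchmarks = Aha-Tn7 high control | repeats = one replicate per compound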
LEDGF integ inh = blockers of LEDGF/p75-dependent integrase strand transfer – biochemical, TR-FRET, high throughput, primary screen. HIV-1 integrase (with human LEDGF/p75). TR-FRET IN-LEDGF/p75 DNA integration, Eu/Cy5. inhibition, % at 3.7 µM. actives 0.64% (n = 370,000). AID 743269, 2014;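 active = inhibition above the screen-wide mean plus 3 SD, cut at about 13% in these data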;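 note: signal is the Cy5 over europium emission ratio at 671 and 618 nm; 0% = plate median of compound wells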
UHRF1 binding = UHRF1 methylated DNA binding inhibitors, primary screen, counter-screen for MBD2 inhibitor project, biochemical, TR-FRET, human UHRF1, single concentration; UHRF1 binding to methylated oligo; inhibition, % at 4.4 µM; actives 0.75% (n = 370,000); AID 687016, 2013; in the data active = inhibition above about 21%;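 note: UHRF1 SRA domain binding a hemimethylated CpG hairpin DNA probe; 0% = median of test compound wells and 100% = reference inhibitor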
Numbers without * were called inactive; . = not tested or not shown.

1: O=C(COC(=O)c1ccc(O)cc1)Nc1cccc(S(=O)(=O)NC2=NCCCCC2)c1
2: Cc1ccc(NC(=O)COC(=O)c2cc(-c3cccs3)nn2-c2ccccc2)cc1[N+](=O)[O-]
3: Cc1cc(Oc2nc3c(C)cccn3c(=O)c2/C=C(\C#N)S(=O)(=O)c2ccccc2)ccc1Cl
4: Cc1cc(C(=O)NCCN2CCCCC2C)n(-c2ccccc2)n1 (centres undefined)
5: Cc1ccc(SCc2ccc(C(=O)N3CCCCC3)cc2)cc1
6: COc1ccc(CNC(=O)Nc2nc(C(N)Cc3ccc(C(F)(F)F)cc3)cs2)cc1 (centres undefined)
7: CCc1ccc(NC(=O)C2CCN(S(=O)(=O)c3cccs3)CC2)cc1
8: CCCCNc1c(-c2ccc(SC3CCCCC3)cc2)nc2ccccn12

assay / entry	1	2	3	4	5	6	7	8
HTRA1 inhibitor	4	-4	-6	6	-17	.	-12	-17
TDP2 absorb	3	-7	7	3	3	1	5	11
PG9 binder	-1.2	0.0	-1.0	-1.4	-1.6	-1.0	-1.6	1.9
TCR-CD3 inh	-1	-1	6	5	9	-1	-3	0
SIAE primary	7	6	-2	-4	4	4	-13	17
ABHD4 inh	-3	-2	2	-3	-1	9	-3	44*
PRMT1 inh	-1	-3	-1	1	-9	-1	0	0
Tn7 DDE FP	1	-7	7	-1	9	2	0	3
LEDGF integ inh	2	2	2	-3	6	2	1	-1
UHRF1 binding	0	2	1	-1	0	0	1	-2

9: CCOc1ccc(S(=O)(=O)NCCC(=O)OCN2C(=O)c3ccccc3C2=O)cc1
10: CC(C)NC(=O)c1sc2nc3c(c(-c4cccs4)c2c1N)CN(C)CC3
11: CC1CCC(NC(=O)C2CCC(CNS(=O)(=O)c3cccc4nsnc34)CC2)CC1 (centres undefined)
12: CC(C)N(Cc1ccccc1)C(=O)c1cnc2n(c1=O)CCS2
13: CCOc1ccc(NC(=O)COC(=O)C2CCC(=O)N2)c([N+](=O)[O-])c1 (centres undefined)
14: O=C(NNC(=S)NC(=O)c1cccnc1)c1ccc(Cl)cc1
15: CCCCCNc1c(C(=O)OCC)c(=O)[nH]c2ccccc12
16: Cc1ccc(NCN2C(=O)C3CC=C(Cl)CC3C2=O)cc1 (centres undefined)

assay / entry	9	10	11	12	13	14	15	16
HTRA1 inhibitor	6	9	-7	-7	4	6	-9	3
TDP2 absorb	0	-5	0	2	4	4	-1	0
PG9 binder	2.8	-1.0	-0.9	-1.0	-0.7	-0.8	-1.9	-0.5
TCR-CD3 inh	-4	10	1	-6	-3	15	-1	3
SIAE primary	18*	-2	2	-2	4	5	-6	0
ABHD4 inh	5	7	7	1	6	3	-2	4
PRMT1 inh	-1	39*	2	11	0	-4	0	0
Tn7 DDE FP	2	-3	1	3	-7	1	-1	-3
LEDGF integ inh	0	5	-4	-2	-5	-1	-1	3
UHRF1 binding	6	-5	2	2	0	-2	0	0

6 structures already listed, ordered by formula weight, falling:
2: Cc1ccc(NC(=O)COC(=O)c2cc(-c3cccs3)nn2-c2ccccc2)cc1[N+](=O)[O-]
11: CC1CCC(NC(=O)C2CCC(CNS(=O)(=O)c3cccc4nsnc34)CC2)CC1 (centres undefined)
9: CCOc1ccc(S(=O)(=O)NCCC(=O)OCN2C(=O)c3ccccc3C2=O)cc1
5: Cc1ccc(SCc2ccc(C(=O)N3CCCCC3)cc2)cc1
16: Cc1ccc(NCN2C(=O)C3CC=C(Cl)CC3C2=O)cc1 (centres undefined)
15: CCCCCNc1c(C(=O)OCC)c(=O)[nH]c2ccccc12

assay / entry	2	11	9	5	16	15
HTRA1 inhibitor	-4	-7	6	-17	3	-9
TDP2 absorb	-7	0	0	3	0	-1
PG9 binder	0.0	-0.9	2.8	-1.6	-0.5	-1.9
TCR-CD3 inh	-1	1	-4	9	3	-1
SIAE primary	6	2	18*	4	0	-6
ABHD4 inh	-2	7	5	-1	4	-2
PRMT1 inh	-3	2	-1	-9	0	0
Tn7 DDE FP	-7	1	2	9	-3	-1
LEDGF integ inh	2	-4	0	6	3	-1
UHRF1 binding	2	2	6	0	0	0

Further entries.
17: COc1ccc(NC(=O)CCOc2ccc(C)cc2)cc1S(=O)(=O)N1CCOCC1
18: Cc1ccc2oc(=O)n(CC(=O)O)c2c1
19: O=C(NCCc1ccccc1)c1ccccc1NC(=O)C1CCCCC1C(=O)O (centres undefined)
20: CC(C)CCNC(=O)C(c1ccco1)N(CCCO)C(=O)Cn1nnc(-c2ccc(F)cc2)n1 (centres undefined)
21: Cc1cc(N(CC(=O)NC(C)C)S(C)(=O)=O)ccc1Br
22: O=C(N/N=C/c1ccccc1OCc1ccccc1)c1cccs1
23: O=C(O)C1CCCCC1C(=O)NCc1ccccn1 (centres undefined)
24: Cc1cc(C)n(-c2ccc(C(=O)OC(C)C)cc2)n1

assay / entry	17	18	19	20	21	22	23	24
HTRA1 inhibitor	7	-1	.	-3	3	-24	-6	-13
TDP2 absorb	11	-9	-2	16	-11	-2	4	12
PG9 binder	-0.5	0.9	-0.8	-0.1	-0.4	-1.7	-1.6	-1.4
TCR-CD3 inh	-6	-4	1	-1	-5	-2	6	-2
SIAE primary	2	-3	-6	0	-5	-2	-1	9
ABHD4 inh	6	-2	1	-1	2	-18	2	1
PRMT1 inh	2	7	2	0	2	-2	0	-1
Tn7 DDE FP	2	-2	-9	-7	0	-5	-2	6
LEDGF integ inh	-3	1	-4	-1	-9	-3	1	-4
UHRF1 binding	1	6	3	-2	5	0	-1	1

25: COc1ccccc1NC(=O)c1cc(Cl)ccc1NC(=O)c1ccco1
26: CC(C)(C)c1cc(NS(=O)(=O)c2cccs2)no1
27: COc1cccc(CN(C)C(=S)Nc2cccc(C)c2)c1
28: O=c1cc(N2CCC3(CC2)OCCO3)[nH]c(=O)n1C1CCCCC1
29: COc1ccc(NC(=O)c2ccc(NC(=O)C(C)C)cc2)c([N+](=O)[O-])c1
30: CN(C)Cc1csc(NC(=O)Nc2ccccc2C(C)(C)C)n1
31: Cn1cnc([N+](=O)[O-])c1NCc1ccccc1
32: CC(C)c1cc(CN2CCN(CCC#N)CC2)cc(C(C)C)c1O

assay / entry	25	26	27	28	29	30	31	32
HTRA1 inhibitor	-6	1	1	2	0	.	.	-1
TDP2 absorb	1	-7	-1	8	-4	14	5	-14
PG9 binder	-0.9	2.3	-1.7	0.3	-0.5	1.6	0.3	-0.4
TCR-CD3 inh	8	2	-1	2	-4	0	-12	5
SIAE primary	-3	-2	0	4	4	4	8	-6
ABHD4 inh	0	-9	-1	4	-6	3	-3	2
PRMT1 inh	-4	4	5	16	1	-3	0	-2
Tn7 DDE FP	6	3	11	5	10	3	1	3
LEDGF integ inh	0	-1	-2	1	1	1	1	1
UHRF1 binding	0	0	0	0	4	1	1	1

33: Cc1ccsc1/C=c1\sc2ncnn2c1=O
34: O=[N+]([O-])c1cccc(C2=NCCS2)c1
35: CC(SCc1ccccc1)C(=O)Nc1ccc2c(c1)OCO2 (centres undefined)
36: Cc1cccn2c(CN[C@@H]3CCCC[C@H]3c3ccccc3)c(C(=O)N3CCOCC3)nc12
37: CC1(C)Cc2c(sc3[nH]c(=S)n(Cc4ccccc4)c(=O)c23)CO1
38: Oc1ccc(C23CC4CC(CC(C4)C2)C3)cc1O
39: CCCN1C(=O)c2ccc(C(=O)NCc3ccco3)cc2C1=O
40: CSc1nnc(C)c(=O)n1COC(=O)COc1ccc(F)cc1

assay / entry	33	34	35	36	37	38	39	40
HTRA1 inhibitor	4	0	2	-4	10	59*	6	4
TDP2 absorb	7	8	9	6	2	0	3	-7
PG9 binder	-3.5	0.9	1.7	0.6	-1.3	0.3	1.8	0.8
TCR-CD3 inh	2	-5	-6	-3	1	-3	7	6
SIAE primary	9	9	7	1	6	4	-4	1
ABHD4 inh	0	3	10	-7	-3	18	3	-9
PRMT1 inh	3	3	1	-2	-4	7	0	-5
Tn7 DDE FP	5	9	5	2	-5	2	-1	-9
LEDGF integ inh	-2	-2	-2	4	1	1	-2	3
UHRF1 binding	-8	2	-2	-1	0	2	-2	2

Entries listed so far that bear a hit mark in ABHD4 inh:
| no. | Structure | HTRA1 inhibitor | TDP2 absorb | PG9 binder | TCR-CD3 inh | SIAE primary | ABHD4 inh | PRMT1 inh | Tn7 DDE FP | LEDGF integ inh |
| --- | --- | --- | --- | --- | --- | --- | --- | --- | --- | --- |
| 8 | CCCCNc1c(-c2ccc(SC3CCCCC3)cc2)nc2ccccn12 | -17 | 11 | 1.9 | 0 | 17 | 44* | 0 | 3 | -1 |

(further entries)
41: CCCC(=O)N1CCN(C2=NS(=O)(=O)c3ccccc32)CC1
42: COCCCNC(=S)Nc1ccc(N2CCCCC2)cc1
43: NCCC1CN(C(=O)OCc2ccccc2)c2ccccc21 (centres undefined)
44: Nc1nnc(SCC(=O)NC2CCCCC2)n1-c1ccccc1
45: COc1ccc(NC(=S)NCc2cccnc2)cc1
46: O=c1c2ccccc2nc(/C=C/c2cc(Br)ccc2O)n1CCO
47: CC(C)Oc1ccc(C2CC(=O)NC2=O)cc1 (centres undefined)
48: CCOC(=O)C1CCN(C(=O)c2cccc(NS(=O)(=O)c3ccc(F)c(F)c3)c2)CC1
49: Fc1ccccc1OCCSc1nc2ccccc2o1
50: COc1ccc(CC(=O)OCC(=O)N2c3ccccc3CC2C)cc1OC (centres undefined)

assay / entry	41	42	43	44	45	46	47	48	49	50
HTRA1 inhibitor	-3	5	-2	8	7	-35	-1	5	-10	-5
TDP2 absorb	1	-13	4	1	-11	-12	-1	-2	-6	-12
PG9 binder	0.6	-0.3	-0.8	-1.0	-1.6	0.3	-1.4	-0.9	-1.4	-0.4
TCR-CD3 inh	1	-1	4	-5	-10	-1	-5	0	-6	3
SIAE primary	-2	-3	1	1	-2	-13	4	0	-1	-5
ABHD4 inh	3	-2	8	-2	-8	-27	-3	-3	-5	-2
PRMT1 inh	-2	5	-3	4	-1	4	-3	-2	1	0
Tn7 DDE FP	1	4	-5	4	-12	-4	-5	3	2	4
LEDGF integ inh	3	-5	0	0	-1	4	2	7	2	-2
UHRF1 binding	-2	0	-1	7	7	3	0	2	-1	0
